Compound activity from PubChem.
Bcl-W Bim block = inhibitors of Bim-Bcl-W interaction, human. bead-based flow cytometry, Bim peptide-Bcl-W binding. actives 0.02% (n = 190,000). AID 952. Q92843. inhibition, % at 10 µM;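 also: 0% = bound tracer without compound and 100% = peptide blocker; higher means less fluorescent Bim peptide bound to Bcl-W beads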
Target sequence (Q92843 whole entry, looked up): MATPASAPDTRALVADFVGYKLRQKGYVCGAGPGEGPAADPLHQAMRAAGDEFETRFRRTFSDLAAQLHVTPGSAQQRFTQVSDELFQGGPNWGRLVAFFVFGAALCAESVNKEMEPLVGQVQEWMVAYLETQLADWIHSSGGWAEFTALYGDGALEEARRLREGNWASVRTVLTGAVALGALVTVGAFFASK
RGS7-Gao = modulates binding of RGS7 to human Galphao | P09471 | Multiplexed bead flow cytometry; actives lie on both sides | binding response (% of control), % at 10 µM | actives 0.35% (n = 220,000); in the data active = binding response below about 49% or above about 150%; inconclusive = no clear call, values can overlap the other calls; inactive = in between;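 also: fluorescent Galphao held in activated GDP-AlF4 state binding bead-coupled RGS7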
Target sequence (P09471 whole entry, looked up): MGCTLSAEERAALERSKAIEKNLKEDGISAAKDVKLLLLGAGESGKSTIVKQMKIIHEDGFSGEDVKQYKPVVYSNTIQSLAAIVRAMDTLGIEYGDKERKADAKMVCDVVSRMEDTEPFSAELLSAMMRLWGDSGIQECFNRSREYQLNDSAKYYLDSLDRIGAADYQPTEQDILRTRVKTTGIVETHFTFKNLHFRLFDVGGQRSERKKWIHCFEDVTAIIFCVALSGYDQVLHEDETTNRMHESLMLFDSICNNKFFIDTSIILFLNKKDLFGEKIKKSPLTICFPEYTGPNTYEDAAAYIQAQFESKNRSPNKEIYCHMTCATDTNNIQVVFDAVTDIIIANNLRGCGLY
ABCG2 block = blocks JC-1 efflux by human ABCG2 transporter. Q9UNQ0. IgMXP3 cells, flow cytometry. inhibition, % at 6.6 µM. actives 0.1% (n = 190,000);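 active = inhibition above 80%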;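 also: 0% = DMSO and 100% = nicardipine control wells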
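System: two drug-resistant human cell lines, ABCG2 and ABCB1; controls: nicardipine high and DMSO low controls; times: 10 min exposure at 25 °C with rotation, no wash; detection: flow cytometry of retained JC-1 fluorescence; read-out basis: percent efflux inhibition, scaled nicardipine 100% to DMSO 0%; doses: one concentration, 6.6 µM final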
Bcl-B Bim block = human Bim-Bcl-B interaction inhibition. Q9HD36. bead-based flow cytometry, Bim peptide-Bcl-B binding. inhibition, % at 10 µM. actives 0.073% (n = 190,000);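 also: 0% = tracer peptide without compound and 100% = reference inhibitor peptide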
Target sequence (Q9HD36 whole entry, looked up): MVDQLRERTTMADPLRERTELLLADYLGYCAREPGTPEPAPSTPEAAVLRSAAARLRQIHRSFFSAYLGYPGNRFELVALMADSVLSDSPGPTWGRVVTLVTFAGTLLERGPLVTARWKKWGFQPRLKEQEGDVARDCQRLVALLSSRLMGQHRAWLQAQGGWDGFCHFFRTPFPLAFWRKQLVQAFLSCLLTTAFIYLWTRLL
Bim-Bcl-XL = inhibitors of Bim-Bcl-XL interaction, human; inhibition, % at 10 µM; Bim peptide-Bcl-XL binding, bead flow cytometry, fluorescence; Q07817; actives 0.04% (n = 190,000)
RGS8-Gao = regulators of human RGS8-Galphao interaction; P09471; multiplexed bead flow cytometry, RGS8-Galphao binding; actives lie on both sides; response (percent of control binding), % at 10 µM; actives 0.34% (n = 220,000); in the data active = response below about 60% or above about 140%; inactive = in between;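 also: Galphao activated as the GDP aluminium fluoride complex binding bead-coupled RGS8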
GSH bead fluor = compound fluoresces at 488/530 nm on GSH beads; GSH beads flow cytometry, compound fluorescence 488/530 nm; stronger effect = higher value; AID 1776; fluorescence (KMESF) at 10 µM; actives 0.25% (n = 190,000); in the data active = fluorescence above about 89;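 also: glutathione beads carrying GST-tagged Bcl family fusion proteins plus one bare bead set; values are compound well signal with DMSO vehicle wells as background; inactives centre near 16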
ABCB1 inh = inhibitors of human ABCB1 transporter, ABCG2 counter-screen | CCRF-Adr cells, JC-1 efflux, flow cytometry | inhibition, % at 6.6 µM | actives 0.067% (n = 190,000) | AID 1326; in the data active = inhibition above about 40%;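 also: 0% = vehicle and 100% = reference inhibitor; higher value means more JC-1 retained so stronger ABCB1 efflux block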
Bcl-2 Bim block = disrupts Bim peptide binding to human Bcl-2; Bead-based flow cytometry, Bim peptide-Bcl-2 binding; P10415; inhibition, % at 10 µM; AID 950; actives 0.06% (n = 190,000); in the data active = inhibition above about 40%; inconclusive = no clear call, values can overlap the other calls;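 also: 0% = no compound wells with probe peptide and 100% = reference peptide inhibitor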
Target sequence (P10415 whole entry, looked up): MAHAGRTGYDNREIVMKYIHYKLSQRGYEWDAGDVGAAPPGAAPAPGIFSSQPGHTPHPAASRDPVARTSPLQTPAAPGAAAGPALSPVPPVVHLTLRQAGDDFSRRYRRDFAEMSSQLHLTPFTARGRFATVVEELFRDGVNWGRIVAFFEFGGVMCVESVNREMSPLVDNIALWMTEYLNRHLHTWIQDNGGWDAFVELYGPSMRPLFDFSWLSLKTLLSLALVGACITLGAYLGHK
RGS4-Gao reg = modulates binding of RGS4 to human Galphao | binding response (% of control), % at 10 µM | Multiplexed bead flow cytometry; actives lie on both sides | AID 1415 | P09471 | actives 0.33% (n = 220,000); in the data active = binding response below about 49% or above about 150%; inactive = in between;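 also: fluorescent Galphao activated with aluminum fluoride binding bead-coupled RGS4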
Bfl-1 Bim block = human Bim-Bfl-1 interaction inhibition | AID 1008 | inhibition, % at 10 µM | actives 0.12% (n = 190,000) | Q16548 | Bead-based flow cytometry, Bim-Bfl-1 binding inhibition;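 also: 0% = wells without compound plus tracer and 100% = blocker peptide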
* hit, by the source's call; ? = inconclusive; . = no result given. Rule as the data show it, unless noted: active = inhibition above about 40%.

SMILES | Bcl-W Bim block | RGS7-Gao | ABCG2 block | Bcl-B Bim block | Bim-Bcl-XL | RGS8-Gao | GSH bead fluor | ABCB1 inh | Bcl-2 Bim block | RGS4-Gao reg | Bfl-1 Bim block
CCn1c2ccccc2c2cc(NC(=O)c3cc(OC)c(OC)c(OC)c3)ccc21 | 2 | 96 | 2 | 0 | 1 | 93 | 13 | 0.6 | -1 | 99 | 4
CCOC(=O)C1CCN(CC(O)COCc2ccc3c(c2)OCO3)CC1 (stereo not drawn) | 0 | 100 | 1 | -8 | -1 | 101 | 16 | 0.4 | -1 | 105 | 2
CCOC(=O)N1CCC(NC(=O)CCC(=O)N2CCOc3ccccc32)CC1 | 0 | 99 | 2 | -5 | 1 | 100 | 25 | 0.2 | -2 | 101 | -9
Cc1nc(Nc2ccc(C(=O)O)cc2)nc(Nc2ccc(C(=O)O)cc2)c1[N+](=O)[O-] | 23 | 98 | 4 | 24 | 29 | 101 | 42 | 1.8 | 14 | 99 | 5
Oc1c(N=NC(=S)Nc2ccccc2F)c2ccccc2n1Cc1ccccc1F | 0 | 97 | 1 | -14 | -2 | 100 | 16 | 0.3 | -5 | 101 | -2
O=C(NC(Nc1ccccn1)C(Cl)(Cl)Cl)c1ccccc1 (stereo not drawn) | 0 | 91 | 5 | -4 | -2 | 100 | 14 | 0.0 | -1 | 91 | -3
Cc1cc(C)n(Cc2ccccc2)c(=O)c1S(=O)(=O)c1ccccc1 | 1 | 99 | 0 | 0 | 2 | 100 | 17 | 0.2 | -3 | 102 | -1
N/C(Cc1cccs1)=N\OC(=O)COc1ccc(Br)cc1 | -1 | 97 | 2 | -2 | -1 | 100 | 59 | 0.5 | -5 | 97 | -5
CCOC(=O)C1=C(C)NC(C)=C(C(=O)OCC)C1c1ccc(Br)o1 | -5 | 100 | 30 | -13 | -10 | 99 | 13 | 2.1 | -18 | 98 | -4
O=C(NNc1nc2c(F)cccc2s1)c1ccc(F)cc1 | 0 | 100 | -1 | -11 | 0 | 100 | 12 | -0.2 | -4 | 99 | -4

Sorted by value in Bcl-B Bim block (smallest number first): three of the compounds above.
SMILES	Bcl-B Bim block
CCOC(=O)C1=C(C)NC(C)=C(C(=O)OCC)C1c1ccc(Br)o1	-13
CCOC(=O)N1CCC(NC(=O)CCC(=O)N2CCOc3ccccc32)CC1	-5
N/C(Cc1cccs1)=N\OC(=O)COc1ccc(Br)cc1	-2

(further entries)
SMILES | Bcl-W Bim block | RGS7-Gao | ABCG2 block | Bcl-B Bim block | Bim-Bcl-XL | RGS8-Gao | GSH bead fluor | ABCB1 inh | Bcl-2 Bim block | RGS4-Gao reg | Bfl-1 Bim block
Oc1ccccc1C=NC1CCCCC1N=Cc1ccccc1O (stereo not drawn) | 0 | 102 | 1 | -3 | 1 | 104 | 15 | 0.2 | -1 | 103 | 0
O=C(COc1ccc(-n2ccnc2)cc1)Nc1cccc(Cl)c1 | 0 | ? | 6 | -4 | -3 | 95 | 25 | 0.4 | -2 | 93 | -6
CC(=O)c1ccc(Nc2ccc(-c3ccccc3C)nn2)cc1 | 1 | 112 | 3 | 7 | 3 | 102 | 19 | 0.6 | 1 | 107 | -5
O=C(CCCn1c(=O)[nH]c2cc(Cl)ccc2c1=O)N1CCN(c2ccc([N+](=O)[O-])cc2)CC1 | 3 | 99 | 3 | -1 | 4 | 96 | 56 | 0.3 | -4 | 99 | -10
COc1ccc(/C=N/OCC(=O)NC(c2ccccc2)c2ccccc2)c(OC)c1 | -5 | 115 | 30 | -4 | -5 | 119 | 11 | 5.1 | -2 | 115 | -1
O=C(N/N=C1/CCCc2ccccc21)c1cc([N+](=O)[O-])cc([N+](=O)[O-])c1 | 0 | 90 | 11 | 3 | 1 | 99 | 10 | 0.8 | 0 | 95 | 1
CCCc1nc(SCC(=O)N2CCCC2)c2ccccc2n1 | -1 | 98 | 35 | -12 | -6 | 101 | 14 | 0.4 | -12 | 98 | -7
O=S(=O)(/N=C(/Nc1ccccc1F)c1ccccc1)c1ccccc1 | 0 | 97 | 5 | -6 | -5 | 101 | 14 | 0.7 | -7 | 102 | -10
CC(C)N(Cc1nc(-c2ccccc2)no1)C(=O)CN1C(=O)c2ccccc2C1=O | 2 | 102 | 1 | 9 | 7 | 101 | 13 | 1.1 | 8 | 101 | 5
COc1ccc(CN2CCN(Cc3cccc4nonc34)CC2CCO)c(C)c1C (stereo not drawn) | -4 | 105 | 4 | -10 | -5 | 105 | 15 | 3.2 | -2 | 106 | -7
Cc1cc([N+](=O)[O-])nn1CCCC(=O)Nc1ccc(Cl)cc1Cl | -1 | 92 | 7 | -4 | -2 | 92 | 26 | 0.2 | 0 | 94 | -5
COc1ccccc1CNC(=S)NC1CCCCC1 | -5 | 98 | 3 | -9 | -3 | 107 | 12 | 0.8 | -1 | 100 | -9
CCn1ncc(NC(=S)NCCc2ccc(OC)c(OC)c2)c1C(N)=O | 0 | 101 | 9 | -9 | -3 | 102 | 12 | 0.7 | 1 | 104 | 0
CSc1nc(-c2ccccc2)nc(N2CCOCC2)c1C(C)=O | 2 | 100 | 4 | 0 | -1 | 101 | 13 | 0.6 | 1 | 101 | 2
COC(=O)c1cn(C(=O)c2cccs2)c2ccccc12 | -1 | 100 | 3 | -3 | -1 | 100 | 19 | 0.2 | -3 | 105 | -2
Nc1c(N2CCN(c3ccccc3)CC2)c2ccccc2oc1=O | -2 | 103 | 3 | -3 | -3 | 102 | 18 | 0.5 | 0 | 104 | 0
CCc1ccc(NC(=O)Cn2cccc2)cc1 | 1 | 100 | 3 | 1 | 1 | 98 | 11 | 0.2 | 2 | 93 | -2
O=C(N/N=C/c1cc(Br)c(O)c(Br)c1)c1cccc(C(F)(F)F)c1 | -2 | 101 | 1 | -5 | -8 | 100 | 12 | -0.2 | -2 | 101 | -8
Cc1ccccc1-c1nc(CS(=O)(=O)CC(=O)N2CCc3ccccc32)c(C)o1 | -6 | 99 | 5 | -10 | -8 | 102 | 14 | 0.7 | -6 | 99 | -14
COc1ccc(C(=O)n2nc(-c3ccc(C)cc3)nc2N)cc1OC | 0 | 100 | 7 | 0 | -1 | 102 | 52 | 0.3 | 0 | 100 | -4
CCN(CC)C(=O)c1cc2c(=O)c3cc(F)ccc3oc2nc1C | -3 | 108 | 2 | -1 | -3 | 101 | 10 | 1.1 | -1 | 99 | -3
CCCCn1nc2cc(C(=O)N[C@H](C)C3CCCCC3)ccc2c1OCC | 2 | 100 | 8 | -5 | -3 | 100 | 72 | 0.8 | -5 | 101 | -10
O=C(CCNC(=O)c1ccco1)NCc1ccccc1 | 3 | . | -1 | -4 | -11 | . | 43 | -0.2 | -7 | . | -12
Cc1cccc(N(C(=O)CCC(=O)Nc2cccnc2)C(C(=O)NC2CCCC2)c2ccncc2)c1 (stereo not drawn) | 2 | 99 | 2 | 2 | 8 | 98 | 22 | 0.6 | 18 | 99 | 4
O=C(O)c1ccc(S(=O)(=O)c2ccc3c(c2)C(=O)N(NC(=O)c2ccc(O)cc2)C3=O)cc1 | -1 | ? | 2 | -3 | -3 | 102 | 15 | 0.1 | 1 | 100 | -3
CC(C)(C)c1cc(C(=O)NCc2cccnc2)ccn1 | 0 | 96 | -1 | -9 | -3 | 99 | 14 | 0.2 | -9 | 101 | -12
CC(=O)c1c(N)[nH]c(-c2ccccc2)nc1=S | -8 | 109 | 13 | -19 | -16 | 97 | 24 | 0.0 | -17 | 104 | -19
CCc1nnc(NS(=O)(=O)c2ccc(NC(=O)c3ccccc3C)cc2)s1 | 2 | 114 | 2 | 6 | -2 | 103 | 12 | -0.2 | 5 | 102 | 6
C=CCn1c(CCNC(=O)c2cccs2)nnc1SCC(=O)Nc1cccc(F)c1 | 2 | 100 | 5 | -3 | -1 | 100 | 17 | 0.9 | 0 | 99 | 0
Nc1nc(SCC(=O)Nc2ccc(Cl)cc2)[nH]c(=O)c1-c1ccccc1 | -1 | 102 | 2 | -3 | -2 | 98 | 10 | 0.0 | 1 | 101 | -5
COc1ccccc1NS(=O)(=O)c1cccc(C(=O)N/N=C/c2ccc(N3CCOCC3)cc2)c1 | 0 | 90 | -15 | -6 | -6 | 89 | 7 | -0.8 | 1 | 95 | 0
CN(c1ccccc1C(=O)Nc1ccc2c(c1)OCO2)S(C)(=O)=O | 1 | 99 | 2 | -9 | -4 | 96 | 31 | -0.3 | -6 | 94 | -12
COc1ccc(/C=C(/NC(=O)c2ccc(OC)c(OC)c2)C(=O)NCCc2c[nH]c3ccccc23)cc1 | 5 | 105 | 15 | 4 | 2 | 102 | 12 | 2.0 | 3 | 104 | 2
CC(=C/c1ccccc1)/C=N/NC(=O)CSc1nc(C)cc(C)n1 | -2 | 99 | 3 | -6 | -7 | 101 | 12 | 0.7 | -4 | 102 | -8
CNC(=O)COC(=O)c1cc2c(C)nn(-c3ccc(F)cc3)c2s1 | 0 | 101 | 11 | -7 | -1 | 104 | 10 | 0.8 | -2 | 110 | -10
S=C(NCc1ccccc1)Nc1cccc(Cl)c1 | -2 | 99 | 2 | -6 | -4 | 103 | 8 | 0.3 | 0 | 99 | 0
O=C(c1cncc(Br)c1)N1CCN(c2ccc([N+](=O)[O-])cc2)CC1 | -4 | 101 | 34 | -7 | -2 | 99 | 10 | 1.3 | -2 | 100 | -10
O=C(N/N=C\c1ccc(Cl)cc1)c1sccc1-n1cccc1 | -1 | 94 | 7 | 2 | 1 | 89 | 26 | 0.7 | -2 | 96 | 0
CC(C)N(Cc1cc2ccccc2[nH]c1=O)C(=O)c1cccnc1 | 0 | 97 | 3 | -6 | -17 | 102 | 27 | 1.4 | -11 | 102 | -14
Nc1ccccc1C(=O)NCc1ccccc1 | 6 | 103 | 1 | -5 | -4 | 105 | 65 | 0.1 | -4 | 110 | -13
COC(=O)C1=C(C)N(Cc2ccc(C)cc2)C(=O)/C1=C\c1cc(OC)c(OC)c(OC)c1 | -3 | 91 | 8 | -3 | -4 | 82 | 14 | 3.1 | -7 | 94 | -7
COc1cc(/C=N/NC(=O)c2cccc([N+](=O)[O-])c2)ccc1O | -3 | ? | 4 | -3 | 0 | 98 | 11 | 0.4 | -2 | 102 | -4
Oc1ccccc1Nc1nc(NCC2CCCO2)c2ccccc2n1 (stereo not drawn) | -1 | 41* | 3 | 0 | -5 | 99 | 21 | 0.2 | 0 | 96 | -4
Cc1ccc(O)c(CNc2ccccn2)c1 | -1 | 98 | 5 | -6 | 1 | 100 | 37 | 0.4 | -4 | 98 | -11
Cc1cccc(NC(=S)NC(=O)/C=C/c2ccccc2)n1 | 2 | 105 | 2 | 1 | 0 | 102 | 21 | 0.0 | 2 | 95 | -3
O=S(=O)(NC1CCCC1)c1ccccc1Cl | -6 | 98 | 5 | -9 | -7 | 102 | 29 | -0.2 | -7 | 98 | -18
CCN(CCn1cccn1)C(=O)CCc1nnc(CCc2ccccc2OC)o1 | -1 | 100 | -1 | -1 | -1 | 100 | 8 | 0.4 | 0 | 100 | -4
O=C(Nc1cc([N+](=O)[O-])ccc1Cl)c1ccc2c(c1)OCO2 | -4 | 97 | 5 | -4 | 0 | 100 | 8 | 0.0 | -1 | 100 | -6
